Source: PubChem BioAssay (National Center for Advancing Translational Sciences (NCATS))
Anesthetic bind: candidate novel general anesthetic via apoferritin binding | apoferritin/1-aminoanthracene competitive binding, fluorescence | Potency, µM (doses to about 77.5 µM), inactives show at the top dose activity change, negative = displacement, usual class: inhibitors | actives 0.074% (n = 350,000) | AID 485281; further: on the % scale 0 is the no-effect control and ±100 the full control effect; nearly all actives have a fitted effect of over 20% in size
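Steps: apoferritin (10 uM) was premixed with half-saturated 1-AMA in PBS, compounds were pin-transferred, plates stood 10 min at room temperature, fluorescence was read at 380/535 nm, and curves were fitted with a Hill equation.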
APEX1 inh: APE1 (human) endonuclease inhibition; P27695; recombinant APE1, TAMRA/BHQ-2 abasic DNA cleavage fluorescence; Potency, µM (series often up to 65.8 µM), inactives show top-dose activity change, negative = inhibition, usual class: inhibitors; actives 0.35% (n = 350,000);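 further: plate controls were vehicle for no effect and reference inhibitor for full effect; nearly all actives have a fitted effect of over 55% in size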
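Step 1: APE1 (0.75 nM) with compound, 15 min RT. Step 2: add 50 nM fluorophore/quencher THF duplex. Step 3: three fluorescence reads 60 s apart (525/598 nm); read 3 minus read 1 = reaction progress.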
Pol iota inh: DNA polymerase iota (human) inhibition | Q9UNA4 | Pol iota fluorescent replication assay, 10 min | Potency, µM (titrated, usually from 115 µM), without a hit: at the highest dose activity, negative = inhibition, actives largely listed as inhibitors | actives 1% (n = 390,000)
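Fluorescent replication assay read twice, at 0 min and 10 min after adding 50 nM (final) substrate. Enzyme (10 nM) and compounds were first incubated 15 min at room temperature; enzyme-free buffer wells were negative controls.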
BLM inh: inhibitors of human Bloom syndrome helicase BLM. P54132. recombinant BLM DNA unwinding, fluorescence dequenching. Potency, µM (series often up to 56.1 µM), for the others: at the highest dose activity change, negative = inhibition, usual class: inhibitors. actives 0.2% (n = 350,000). AID 2528;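 further: plate controls were vehicle for no effect and no enzyme for full effect; nearly all actives have a fitted effect of over 35% in size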
Target sequence (P54132 whole entry, looked up): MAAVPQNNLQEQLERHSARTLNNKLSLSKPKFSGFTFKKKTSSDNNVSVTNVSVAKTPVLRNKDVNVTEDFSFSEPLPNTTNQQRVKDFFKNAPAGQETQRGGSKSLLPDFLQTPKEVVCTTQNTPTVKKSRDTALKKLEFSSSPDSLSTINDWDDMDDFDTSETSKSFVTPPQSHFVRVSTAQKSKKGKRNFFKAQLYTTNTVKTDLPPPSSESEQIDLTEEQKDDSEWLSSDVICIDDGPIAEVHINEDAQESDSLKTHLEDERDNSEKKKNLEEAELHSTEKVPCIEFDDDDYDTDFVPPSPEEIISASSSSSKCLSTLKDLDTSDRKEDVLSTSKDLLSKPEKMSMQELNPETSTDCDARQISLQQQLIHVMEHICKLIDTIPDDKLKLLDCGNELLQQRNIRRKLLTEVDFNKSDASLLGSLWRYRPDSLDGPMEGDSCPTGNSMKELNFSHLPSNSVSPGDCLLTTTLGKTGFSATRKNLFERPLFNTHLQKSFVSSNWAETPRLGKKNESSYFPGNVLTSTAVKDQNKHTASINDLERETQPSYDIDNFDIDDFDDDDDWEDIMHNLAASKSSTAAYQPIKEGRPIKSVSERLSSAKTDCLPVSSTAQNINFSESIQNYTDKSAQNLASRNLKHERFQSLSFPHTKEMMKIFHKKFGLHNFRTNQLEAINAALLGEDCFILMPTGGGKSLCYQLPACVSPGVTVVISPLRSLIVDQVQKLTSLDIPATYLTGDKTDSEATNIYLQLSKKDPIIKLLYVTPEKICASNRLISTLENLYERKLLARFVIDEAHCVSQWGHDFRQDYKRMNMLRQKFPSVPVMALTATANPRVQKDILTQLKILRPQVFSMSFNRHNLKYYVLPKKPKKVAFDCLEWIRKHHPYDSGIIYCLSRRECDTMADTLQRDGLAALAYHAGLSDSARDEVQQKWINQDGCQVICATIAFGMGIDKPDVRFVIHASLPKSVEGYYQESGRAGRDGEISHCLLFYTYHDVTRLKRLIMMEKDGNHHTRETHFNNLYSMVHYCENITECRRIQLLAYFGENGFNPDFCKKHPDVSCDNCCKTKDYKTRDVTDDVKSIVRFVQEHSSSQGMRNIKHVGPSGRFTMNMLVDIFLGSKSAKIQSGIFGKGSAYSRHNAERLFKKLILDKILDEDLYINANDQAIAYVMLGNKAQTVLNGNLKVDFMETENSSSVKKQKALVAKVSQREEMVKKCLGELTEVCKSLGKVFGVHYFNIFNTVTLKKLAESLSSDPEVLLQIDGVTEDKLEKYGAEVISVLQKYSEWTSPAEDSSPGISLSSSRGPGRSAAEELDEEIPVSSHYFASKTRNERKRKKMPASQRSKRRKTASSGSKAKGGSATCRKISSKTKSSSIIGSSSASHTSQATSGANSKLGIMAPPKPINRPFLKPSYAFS
POLK inh: DNA polymerase kappa (human) inhibition. purified Pol kappa, fluorescent DNA synthesis assay, 10 min. Potency, µM (titrated, usually from 107 µM), inactives show at the top dose activity, negative = inhibition, hits mostly inhibitors. actives 0.53% (n = 400,000). AID 588579; further: on the % scale 0 is the no-effect control and ±100 the full control effect
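Kinetic fluorescence screen: compound preincubated 15 min RT with 10 nM enzyme; 50 nM substrate (final) initiates; reads at 0/10 min.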
The depositor's hits bear a star; ? = inconclusive; / = not tested or not shown; & = joins results of further samples; [ ] = another dose, or the depositor's remark. The call rests on the fitted dose curve; in most records, active means well fitted curve in the direction sought with a large enough effect; inconclusive means small, poorly fitted or top-dose-only effect, or another doubt; inactive means no such curve, though single readings can be large; an effect the other way counts as inactive or inconclusive. Potency means the concentration at half of the fitted maximal effect.

SMILES	Anesthetic bind	APEX1 inh	Pol iota inh	BLM inh	POLK inh
C=C(C)[C@H]1CN[C@H](C(=O)O)[C@@H]1CC(=O)O	/	-10%	/	-4%	-3%[19.4 µM]
O=C(O)/C=C\CO	/	-2%	/	1%	-5%[19.4 µM]
C[C@]1(C(=O)O)CCC[C@]2(C)c3cc(O)ccc3CC[C@@H]12	/	-8%	/	0%	-11%[19.4 µM]
C[C@@H](Cc1cccc(C(F)(F)F)c1)NCCCc1ccccc1	/	3%	/	1%	-12%[19.4 µM]
[O]=[Cd]	/	?	/	4%	-5%[60.1 µM]
c1cc2c(cc1[C@H]1OC[C@@H]3[C@H]1CO[C@H]3c1ccc3c(c1)OCO3)OCO2	/	-5%	/	-3%	-7%[19.4 µM]
O=C(Cc1ccc(Cl)c(Cl)c1)N1CCCC[C@H]1CN1CCCC1	/	-8%	/	-2%	-7%[19.4 µM]
Clc1ccc([C@@H]2C[C@H]3CC[C@@H]2N3)cn1	/	-9%	/	-3%	-7%[19.4 µM]
c1ccc(N2CCCC3(CCNCC3)C2)nc1	/	-1%	/	3%	2%[60.1 µM]
CN(CCc1ccc(Cl)c(Cl)c1)[C@H]1CCCC[C@H]1N1CCCC1	/	2%	/	-8%	-5%[19.4 µM]
O=C(O)C1=CCCN(CCOC(c2ccc(C(F)(F)F)cc2)c2ccc(C(F)(F)F)cc2)C1	/	-4%	/	3%	-11%[19.4 µM]
CC1CC[C@@]2(NC1)O[C@@H]1C[C@H]3C4CC=C5C[C@@H](O)CC[C@]5(C)C4CC[C@]3(C)[C@H]1[C@@H]2C (stereo not given in full)	/	-9%	/	-4%	-3%[19.4 µM]
CC(C)CN1CCC2(CC1)CCN(C(=O)Oc1ccccc1)CC2	/	-3%	/	2%	-4%[60.1 µM]
O=c1cccc2n1CC1CC2CN2CCCC[C@H]12 (stereo not given in full)	/	-4%	/	5%	-8%[19.4 µM]
CC[C@]1(O)C(=O)OCc2c1cc1n(c2=O)Cc2cc3ccccc3nc2-1	/	-2%	/	4%	-9%[19.4 µM]
c1cc(CN2CCCC3(CCNCC3)C2)ccn1	/	2%	/	-4%	-9%[60.1 µM]
c1ccc(N2CCCC3(CCNCC3)C2)cc1	/	0%	/	-1%	4%[60.1 µM]
N#C/C(=C\c1ccc(O)c(O)c1)C(N)=S	/	13µM*	/	?	0.13µM*
CN(C)C1C(=O)C(C(N)=O)=C(O)[C@@]2(O)C(=O)C3=C(O)c4c(O)cccc4[C@@](C)(O)C3[C@H](O)C12 (stereo not given in full)	/	12%	/	-10%	10µM*
COC(=O)N1CCC2(CCCN(C)C2)CC1	/	8%	/	1%	-10%[60.1 µM]
O=C(Oc1ccccc1)N1CCC[C@@]2(CCN(C(c3ccccc3)c3ccccc3)C2)C1	/	5%	/	-10%	-16%[60.1 µM]
c1csc(CN2CCCC3(CCNCC3)C2)n1	/	1%	/	3%	3%[60.1 µM]
Cn1cccc1-c1cccnc1	0%	2%	/	/	7%[19.4 µM]
CCCN(C/C=C/I)C1CCc2ccc(O)cc2C1 (stereo not given)	-2%	12%	/	/	-5%[19.4 µM]
COc1ccc2[nH]cc(CCNCc3ccc(Br)cc3)c2c1	-8%	-2%	/	/	3%[19.4 µM]
CC(C)(C)NC[C@H](O)COc1cccc2[nH]c(C#N)cc12	2%	3%	/	/	4%[19.4 µM]
CNc1ccc2oc(C[C@@H]3OC4(CC[C@@H]3C)O[C@H]([C@@H](C)C(=O)c3ccc[nH]3)[C@H](C)C[C@H]4C)nc2c1C(=O)O (stereo not given in full)	58%&141%[activator]	?	/	/	-3%&-5%[19.4 µM]
CC(Cc1cccc(C(F)(F)F)c1)NCCCc1ccccc1 (stereo not given)	4%	-1%	/	/	8%[19.4 µM]
Nc1ncnc2c1ncn2[C@@H]1O[C@H](COP(=O)(O)CP(=O)(O)OP(=O)(O)O)[C@@H](O)[C@H]1O	1%	?	/	/	-8%[60.1 µM]
C[C@H](NC(=O)[C@@H](N)Cc1ccc(O)cc1)C(=O)NCC(=O)N(C)[C@@H](Cc1ccccc1)C(=O)NCCO	-8%	-8%	/	/	3%[19.4 µM]
CCCC[C@@H](C)[C@@H](OC(=O)C[C@@H](CC(=O)O)C(=O)O)[C@H](C[C@@H](C)C[C@H](O)CCCC[C@@H](O)C[C@H](O)[C@H](C)N)OC(=O)C[C@H](CC(=O)O)C(=O)O	-1%	0%	/	/	5%[19.4 µM]
C=C(C)[C@H]1O[C@H]2CC[C@@]3(C)[C@@](O)(CC[C@H]4[C@@H]5OC(C)(C)[C@H]6C[C@@H]7C(=C)Cc8c(Cl)cc9[nH]c(c5c9c8[C@@]76O)[C@@]43C)[C@]23O[C@@H]3[C@H]1O	-4%	?	/	/	-4%[19.4 µM]
CN(CCc1ccc(Cl)c(Cl)c1)[C@@H]1CCCC[C@@H]1N1CCCC1	-17%	-3%	/	/	7%[19.4 µM]
c1cncc(C2CCCN2)c1 (stereo not given)	2%	1%	/	/	3%[19.4 µM]
CC(=O)OCOCC(=O)OCO[P+](=O)C(OCOC(C)=O)c1cc([N+](=O)[O-])ccc1Oc1ccc(Br)cc1 (stereo not given)	-9%	-7%	/	/	4%[19.4 µM]
C[N+]1([O-])CCC[C@@H]1c1cccnc1 (stereo not given in full)	1%	-1%	/	/	7%[19.4 µM]
O=NN1CCCC1c1cccnc1 (stereo not given)	-2%	2%	/	/	3%[19.4 µM]
C=CCN1CCC2(C)c3cc(O)ccc3CC1[C@@H]2C (stereo not given in full)	2%	8%	/	/	8%[19.4 µM]
N[C@]1(C(=O)O)CC[C@@H](C(=O)O)C1 (racemic)	-20%&3%	16%&10%	/	/	-3%&0%[19.4 µM]
CC(n1cc(C[C@H](N)C(=O)O)c2ccccc21)n1cc(C[C@H](N)C(=O)O)c2ccccc21	-5%	5%	/	/	1%[19.4 µM]

Five entries from above, sorted by molecular weight, ascending:
SMILES	Anesthetic bind	APEX1 inh	Pol iota inh	BLM inh	POLK inh
c1cncc(C2CCCN2)c1 (stereo not given)	2%	1%	/	/	3%[19.4 µM]
N[C@]1(C(=O)O)CC[C@@H](C(=O)O)C1 (racemic)	-20%&3%	16%&10%	/	/	-3%&0%[19.4 µM]
CN(CCc1ccc(Cl)c(Cl)c1)[C@@H]1CCCC[C@@H]1N1CCCC1	-17%	-3%	/	/	7%[19.4 µM]
CC(n1cc(C[C@H](N)C(=O)O)c2ccccc21)n1cc(C[C@H](N)C(=O)O)c2ccccc21	-5%	5%	/	/	1%[19.4 µM]
CCCC[C@@H](C)[C@@H](OC(=O)C[C@@H](CC(=O)O)C(=O)O)[C@H](C[C@@H](C)C[C@H](O)CCCC[C@@H](O)C[C@H](O)[C@H](C)N)OC(=O)C[C@H](CC(=O)O)C(=O)O	-1%	0%	/	/	5%[19.4 µM]

New compounds follow.
SMILES	Anesthetic bind	APEX1 inh	Pol iota inh	BLM inh	POLK inh
CC(=O)[C@@H]1CC[C@H]2[C@@H]3CC[C@@H]4CC(=O)CC[C@]4(C)[C@H]3CC[C@]12C	-9%	1%	/	/	8%[19.4 µM]
NCC(CC(=O)O)c1ccc(Cl)s1 (stereo not given)	2%	?	/	/	7%[19.4 µM]
CO[C@@H]1C[C@@H](C[C@H]2CC[C@H](C)[C@@H]([C@@H](C)C(=O)O)O2)O[C@]2(O[C@](C)([C@H]3CC[C@@](C)(C4OC([C@H]5O[C@@](O)(CO)[C@H](C)C[C@@H]5C)C[C@@H]4C)O3)C[C@H]2C)[C@@H]1C (stereo not given in full)	-7%	5%	/	/	0%[19.4 µM]
CC(C)C[C@H](NC(=O)[C@H](Cc1ccccc1)NC(=O)CNC(=O)[C@H](C)NC(=O)[C@@H](N)Cc1ccc(O)cc1)C(=O)O	-18%	23%	/	/	7%[19.4 µM]
CC1=C2[C@@H]3OC(=O)[C@@H](C)[C@@H]3CC[C@]2(C)C=CC1=O	-7%[29.3 µM]	/	/	4%[21.4 µM]	10%[19.4 µM]
CC(=O)O[C@H]1CC[C@@]2(C)C(=CC[C@@H]3[C@H]2CC[C@]2(C)C(=O)CC[C@H]32)C1	-7%[29.3 µM]	/	/	3%[21.4 µM]	3%[12 µM]
COc1cc2c(cc1OC)[C@@]13CCN4CC5=CCOC6CC(=O)N2C1[C@H]6[C@@H]5C[C@@H]43 (stereo not given in full)	-1%	/	/	-9%	-9%[60.1 µM]
C#C[C@]1(O)CC[C@H]2[C@@H]3CCC4=CC(=O)CCC4(C)[C@H]3CCC21C (stereo not given in full)	2%	/	/	-8%	-5%[19.4 µM]
CNc1ccc(C(=O)CC(O)CCC(C)C2OC(=O)CC(O)CC(=O)CC(O)CC(O)CC(O)CC(O)CC3(O)CC(O)C(C(=O)OC)C(CC(O[C@@H]4OC(C)C(O)C(N)C4O)/C=C/C=C/C=C/C=C/C=C/C=C/C=C/C2C)O3)cc1 (stereo not given in full)	7%	/	/	-10%	-17%[60.1 µM]
CC(C)N(CC[C@@](C(N)=O)(c1ccccc1)c1ccccn1)C(C)C	2%[29.3 µM]	/	/	3%[21.4 µM]	0%[19.4 µM]
C=CC[C@]1(O)CCC2C3CCC4=CCCCC4C3CCC21C (stereo not given in full)	-11%	/	/	-6%	-12%[60.1 µM]
CC(C)c1c(CN(C)[C@@H](C)Cc2ccccc2)n(C)n(-c2ccccc2)c1=O	-1%[29.3 µM]	/	/	-4%[21.4 µM]	2%[12 µM]
COc1ccc2c3c1O[C@H]1[C@@H](O)C=C[C@H]4C(C2)NCCC341 (stereo not given in full)	5%	/	/	0%	-3%[19.4 µM]
C#CCN(C)[C@@H](C)Cc1ccccc1	?	/	/	-1%	-4%[12 µM]
CC(CO)NC(=O)C1C=C2c3cccc4[nH]cc(c34)CC2N(C)C1 (stereo not given)	-4%	/	/	-16%	-5%[60.1 µM]
COC1CC(O[C@H]2/C(C)=C/CC3CC(C[C@]4(CCC(C)C(C5CCCCC5)O4)O3)OC(=O)[C@H]3C=C(C)/C(=N/O)C4OC/C(=C\C=C\[C@@H]2C)[C@@]43O)OC(C)C1O (stereo not given in full)	?	/	/	-2%	-7%[60.1 µM]
CC[C@@]1(c2ccc(N)cc2)CCC(=O)NC1=O	0%[29.3 µM]	/	/	4%[21.4 µM]	-9%[12 µM]
c1ccc(N2CCN(c3ccccc3)CC2)cc1	/	/	3%	/	-4%
CC(=O)NCC(N)C(=O)c1ccc(Cl)c(Cl)c1 (stereo not given)	/	/	-1%	/	12%
O=C(Oc1ccc([N+](=O)[O-])cc1)N1CCN(/[N+]([O-])=N/Oc2ccc([N+](=O)[O-])cc2[N+](=O)[O-])CC1	/	/	?	/	-15%

Copied from the listing (four entries):
SMILES	Anesthetic bind	APEX1 inh	Pol iota inh	BLM inh	POLK inh
CC[C@@]1(c2ccc(N)cc2)CCC(=O)NC1=O	0%[29.3 µM]	/	/	4%[21.4 µM]	-9%[12 µM]
c1ccc(N2CCN(c3ccccc3)CC2)cc1	/	/	3%	/	-4%
CC(=O)NCC(N)C(=O)c1ccc(Cl)c(Cl)c1 (stereo not given)	/	/	-1%	/	12%
O=C(Oc1ccc([N+](=O)[O-])cc1)N1CCN(/[N+]([O-])=N/Oc2ccc([N+](=O)[O-])cc2[N+](=O)[O-])CC1	/	/	?	/	-15%

Further records
SMILES	Anesthetic bind	APEX1 inh	Pol iota inh	BLM inh	POLK inh
Nc1nc(NCc2ccc(F)cc2)c2[nH]cnc2n1	/	/	56%[activator]	/	12%
ClCCN(CCCl)c1ccc(C=Nc2ccncc2)cc1	/	/	10%	/	-8%
O=[N+]([O-])c1cc(C(F)(F)F)c(Cl)c([N+](=O)[O-])c1Nc1ncc(C(F)(F)F)cc1Cl	/	/	?	/	-31%
ClCCN(CCCl)c1ccc(/C=C/c2ccnc3ccccc23)cc1	/	/	-12%	/	-16%
NCC(=O)c1ccc(Br)cc1	/	/	-16%	/	-4%
O=C1/C(=C/c2ccc(N(CCCl)CCCl)cc2)Cc2ccccc21	/	/	1%	/	-10%
[O]=[Sb]([OH])([OH])[c]1ccccc1	/	/	20µM*	/	25µM*
NCC(=O)c1ccc2ccccc2c1	/	/	15%	/	1%
O=C(O)c1cc[c]([Sb](=[O])([OH])[OH])cc1[N+](=O)[O-]	/	/	1µM*	/	-98%

This is a subset; the hit share may differ from the screen's.
